HKDC1 inh: HKDC1 hexokinase inhibitors, primary screen, biochemical, fluorescence, uHTS. recombinant HKDC1, G6PDH/diaphorase resazurin coupled fluorescence. Q2TB90. 0.16% of 340,000 active. inhibition, % at 20 µM. AID 493160, 2011;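 active = inhibition above about 35% when tested at 20 µM, limit read from the data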;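 also: plate controls were DMSO wells with enzyme for no effect and DMSO wells lacking enzyme for full effect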
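Test system: Recombinant HKDC1 (HK5) hexokinase enzyme, produced in-house | Input: HKDC1 at 5 µg/mL | Buffer or medium: Tris pH 8.0 buffer with MgCl2, Tween-20, BSA, BME | Schedule: 90 min reaction incubation at room temperature, dark | Technique: Resazurin-to-resorufin fluorescence via G6PDH and diaphorase coupling, 525/613 nm | Controls: DMSO wells with and without enzyme mix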
ATG4B inh: ATG4B protease inhibitors, primary screen, biochemical, fluorescence, uHTS; AID 504462, 2011; ATG4B cleavage of LC3-PLA2, NBD-HPC fluorescence, 1 h; inhibition, % at 8.33 µM; Cysteine protease ATG4B (Homo sapiens), Q9Y4P1; 0.51% of 340,000 active; in the data active = inhibition above about 40%
Target sequence (Q9Y4P1 whole entry, looked up): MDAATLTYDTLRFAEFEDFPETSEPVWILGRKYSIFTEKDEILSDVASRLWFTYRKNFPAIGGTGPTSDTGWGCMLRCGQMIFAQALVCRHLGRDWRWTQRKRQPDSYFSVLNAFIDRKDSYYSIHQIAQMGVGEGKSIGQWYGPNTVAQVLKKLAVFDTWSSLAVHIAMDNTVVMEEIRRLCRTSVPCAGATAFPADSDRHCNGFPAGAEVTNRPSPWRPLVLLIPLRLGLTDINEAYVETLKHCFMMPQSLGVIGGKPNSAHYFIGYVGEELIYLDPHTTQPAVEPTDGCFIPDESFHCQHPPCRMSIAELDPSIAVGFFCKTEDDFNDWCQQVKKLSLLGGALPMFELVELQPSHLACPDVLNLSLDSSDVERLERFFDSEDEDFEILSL
mIAP inh: inhibitors of mouse IAP, primary screen, biochemical, luminescence, uHTS. intestinal alkaline phosphatase [Mus musculus]. purified mouse IAP, CDP-Star luminescence, 30 min. inhibition, % at 10 µM. 0.2% of 330,000 active. AID 2806, 2010;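 active = inhibition of at least 40% at 10 µM in the primary screen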;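 also: plate controls were DMSO with enzyme for no effect and no enzyme wells for full effect; values of inactives mirror those of a sister screen read the other way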
mIAP act: activators of mouse IAP, primary screen, biochemical, luminescence, uHTS. intestinal alkaline phosphatase [Mus musculus]. muIAP, CDP-Star luminescence, 30 min; stronger effect = higher value; 1 = vehicle-only enzyme signal, 0 = enzyme-free wells. activation factor at 10 µM. 0.24% of 330,000 active. AID 2805, 2010;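 active = activation factor of at least 2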; also: the source names both 10 and 20 µM as test concentration; values of inactives mirror those of a sister screen read the other way
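System: Mouse IAP enzyme | Also added: CDP-Star substrate | Dosing: Compounds dispensed in DMSO | Schedule: 30 min enzyme-substrate-compound incubation at room temperature | Technique: Chemiluminescence readout | Control set: DMSO-only wells and no-enzyme negative control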
APOBEC3A inh: APOBEC3A ssDNA deaminase inhibitors, primary screen, selectivity assay for APOBEC3G inhibitor project, biochemical, FAM/TAMRA oligo cleavage fluorescence. AID 493011, 2011. DNA dC->dU-editing enzyme APOBEC-3A (Homo sapiens), P31941. 0.41% of 330,000 active. inhibition, % at 20 µM. recombinant A3A, FAM/TAMRA ssDNA deamination fluorescence;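 active = at least 40% inhibition at 20 µM here, with at most 30% in a related deaminase screen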;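 also: plate controls were A3A with DMSO for no effect and wells lacking A3A enzyme for full effect; some results filed as inactive read as strong as hits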
hIAP inh: human IAP inhibitors, primary screen, biochemical, luminescence, uHTS. 0.12% of 330,000 active. inhibition, % at 10 µM. Intestinal-type alkaline phosphatase (Homo sapiens), P09923. purified IAP, CDP-Star luminescence, 30 min;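 active = inhibition reaching a set limit with compound at 10 µM in the primary screen, cut at about 35% in these data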;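 also: plate controls were DMSO wells with enzyme for no effect and no-enzyme buffer wells for full effect; values of inactives mirror those of a sister screen read the other way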
Target sequence (P09923 whole entry, looked up): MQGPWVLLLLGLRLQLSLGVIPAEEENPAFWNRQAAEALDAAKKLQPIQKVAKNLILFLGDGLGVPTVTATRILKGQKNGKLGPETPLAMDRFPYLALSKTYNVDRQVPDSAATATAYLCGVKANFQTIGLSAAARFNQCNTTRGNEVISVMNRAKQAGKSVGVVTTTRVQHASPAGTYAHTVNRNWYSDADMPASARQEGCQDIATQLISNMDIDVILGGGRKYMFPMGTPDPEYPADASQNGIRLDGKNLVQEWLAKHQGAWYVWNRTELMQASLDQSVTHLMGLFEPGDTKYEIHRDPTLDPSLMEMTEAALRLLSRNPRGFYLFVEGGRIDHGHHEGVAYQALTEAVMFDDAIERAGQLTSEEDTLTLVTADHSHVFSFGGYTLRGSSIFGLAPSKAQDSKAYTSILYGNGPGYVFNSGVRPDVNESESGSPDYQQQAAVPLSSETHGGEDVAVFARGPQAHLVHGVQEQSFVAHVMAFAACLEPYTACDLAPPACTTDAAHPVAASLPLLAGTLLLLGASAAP
PfG6PD inh: PfG6PD enzyme inhibitors, primary screen, biochemical, fluorescence intensity, uHTS | glucose-6-phosphate dehydrogenase-6-phosphogluconolactonase (Plasmodium falciparum 3D7) | PfGluPho enzyme, NADPH resazurin-diaphorase fluorescence | inhibition, % at 20 µM | 0.78% of 350,000 active | AID 504690, 2011;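 active = inhibition reaching at least a set limit at 20 µM in the primary screen, cut at about 59% in these data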;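 also: 0% = DMSO wells with substrate and 100% = DMSO wells lacking glucose-6-phosphate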
hIAP act: human IAP activators, primary screen, biochemical, luminescence, uHTS; Intestinal-type alkaline phosphatase (Homo sapiens), P09923; purified human IAP, CDP-Star luminescence, 30 min; stronger effect = higher value; 1 = vehicle-only enzyme, 0 = enzyme-free background; activation factor at 10 µM; 0.16% of 330,000 active; AID 2524, 2010;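 active = activation factor of the enzyme at least 2-fold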; also: the source names both 10 and 20 µM as test concentration; values of inactives mirror those of a sister screen read the other way
* hit, by the source's call. These rows are one share of the data; count on the stated rates, not on these rows.

SMILES	HKDC1 inh	ATG4B inh	mIAP inh	mIAP act	APOBEC3A inh	hIAP inh	PfG6PD inh	hIAP act
Fc1ccccc1CNCCc1c[nH]c2ccccc12	-3.2	-4.5	4.0	0.96	-4.7	0.3	1.9	0.997
Cc1cc(N2C(=O)C3CCCN3C2c2ccc(Cl)c(Cl)c2)no1 (centres undefined)	4.9	-13.4	-2.9	1.03	-1.7	1.2	-4.0	0.988
O=C(NCC(c1cccnc1)N1CCN(c2ccc(F)cc2)CC1)Oc1ccccc1 (centres undefined)	-7.5	2.0	-8.5	1.08	2.5	2.6	6.0	0.974
COc1ccc(/C=C2/C(=O)N(Cc3ccco3)C(=O)N(C(C)C)C2=O)cc1	3.8	35.7	8.0	0.92	32.9	-3.7	-17.4	1.04
CC(C(=O)Nc1ccc(Br)cc1C(=O)c1ccccc1)N1CCOCC1 (centres undefined)	-0.1	-10.1	-4.5	1.04	-2.7	-26.0	0.8	1.26
CCc1ccc(N2C(=O)NC(=O)/C(=C\C=C\c3ccco3)C2=O)cc1	10.7	6.4	26.2	0.738	25.4	8.4	34.0	0.916
O=C1NC(=O)C2(Cc3ccccc3N3CCOCC32)C(=O)N1c1ccccc1 (centres undefined)	-7.0	4.2	10.6	0.894	-0.3	6.6	-3.1	0.934
COP(=O)(OC)Oc1ccc(C(O)C(Cl)(Cl)Cl)cc1 (centres undefined)	6.0	-3.5	-9.0	1.09	-1.3	-1.7	-3.2	1.02
CC/C(=N\NC(=S)Nc1ccccc1)c1c(O)[nH]c(=O)[nH]c1=O	-3.5	-2.9	9.5	0.905	0.5	-1.7	5.0	1.02
CCNc1nc2[nH]c(=O)c3c(c2s1)OC(N)=C(C#N)C3c1cccs1 (centres undefined)	3.2	4.0	10.8	0.892	-3.7	10.0	30.6	0.899
OC(CN1CCC(c2c[nH]c3ccccc23)CC1)C(F)(F)F (centres undefined)	-6.2	2.6	-7.8	1.08	-3.1	2.1	13.4	0.979
Cc1ccc2c(c1)C1CN(C)CCC1N2C(=O)CCCN1C(=O)c2cccc3cccc(c23)C1=O (centres undefined)	-0.5	-6.0	1.2	0.988	-0.7	-3.2	-16.0	1.03
COc1cccc(CN2CCN(C(=O)COc3ccc4ccccc4c3)CC2)c1	9.5	-11.8	-5.7	1.06	6.0	22.1	-4.3	0.779
FC(F)(F)c1ccccc1NC1=NCCCS1	-0.2	-0.2	1.3	0.987	1.2	10.3	15.3	0.897
CCCCn1c(O)c(C(C)=Nc2cccc(C(=O)O)c2)c(=O)[nH]c1=O	2.5	2.6	-11.8	1.12	3.0	10.6	-19.8	0.894
COC(=O)C1=C(c2ccc(F)cc2OCc2ccccc2)C[C@@H]2CC[C@H]1N2C(=O)NCc1ccc(F)cc1	2.6	4.8	-21.2	1.21	0.4	15.9	11.0	0.841
O=c1[nH]c(=O)n(-c2ccc(F)cc2)c(O)c1/C=C1\C=Nc2ccccc21	5.8	-7.4	7.5	0.925	-8.8	-2.1	-17.9	1.02
CNCCc1c[nH]c2ccccc12	-4.2	-2.7	0.8	0.992	0.7	12.0	9.1	0.88
Cc1ccccc1CC(=O)N(CCN(C)C)CC1CCCN(Cc2ccccc2F)C1 (centres undefined)	-3.1	-0.3	-2.2	1.02	-5.5	-5.9	4.0	1.06
O=C1NC(=O)N(c2ccccc2)C(=O)/C1=C/c1coc2ccc(O)cc2c1=O	4.0	6.3	8.6	0.914	9.8	6.1	30.8	0.939
COc1ccc(C(=O)C(C)(C)NO)cc1	-4.3	-2.6	2.6	0.974	4.4	10.1	-1.1	0.899
COC(=O)C1=C(c2c(C)noc2C)C[C@@H]2CC[C@H]1N2C(=O)N1CCC(O)(c2ccc(Cl)cc2)CC1	-2.3	-8.6	7.8	0.922	-4.0	6.9	3.4	0.931
CCOC(=O)C1CN(C)CCC1=O (centres undefined)	-6.6	-1.1	6.0	0.94	-1.8	-25.7	1.7	1.26
CCc1c(C)nc(N)nc1N1N=C1SCC(=O)OC	-5.6	-6.7	0.4	0.996	-0.1	-10.5	-4.8	1.1
COc1ccc(-c2nc3ccccc3n2OC(=O)N(C)C)cc1	-5.6	-6.9	1.2	0.988	2.6	5.5	20.3	0.945
O=C1CCCC2C3CCCN4CCCC(CN12)C34 (centres undefined)	-4.1	-27.3	8.9	0.911	-5.7	-2.7	4.8	1.03
COc1c(C)cc(C(=O)C2CCCN(Cc3ccccn3)C2)cc1C (centres undefined)	-3.9	-11.9	0.5	0.995	1.0	-8.6	6.3	1.09
Cc1ccc(N2CCN(CCc3ccccc3)CC2)cc1	0.6	3.3	15.4	0.846	7.0	-1.7	7.4	1.02
CCCCCn1c(=O)c(C(=O)NCc2ccccc2Cl)c(O)c2ccccc21	1.3	-2.2	2.2	0.978	0.3	3.3	-3.2	0.967
Cc1ccccc1-n1c(C)cc(/C=C2/C(=O)NC(=O)N(Cc3ccco3)C2=O)c1C	8.9	-8.7	12.6	0.874	2.4	-21.7	9.3	1.22
CC(=O)[C@H]1CC[C@H]2[C@@H]3CC[C@H]4C[C@H](O)CC[C@]4(C)[C@H]3C(=O)C[C@]12C	-7.1	-1.5	-5.2	1.05	1.5	-0.4	-4.2	1
Cc1[nH]c2ccccc2c1C1=CCNCC1	-7.6	-3.3	0.0	1	-8.0	-8.1	11.7	1.08
C[C@@]1([C@@H](NP(=O)(c2ccccc2)c2ccccc2)c2ccccc2)C[C@H]1CCO	-6.5	0.0	2.1	0.979	1.8	-6.2	-0.3	1.06
CCOP(=O)(OCC)C1(O)C(=O)Nc2ccc(Br)cc21 (centres undefined)	-1.5	2.8	3.1	0.969	0.4	-3.9	14.2	1.04
CCCCNc1ccncc1S(=O)(=O)NC(=O)NC(C)C	-4.9	1.7	-0.4	1	-0.6	10.7	5.3	0.893
COc1cc(CN2CCNCC2)cc(OC)c1OC	-4.0	6.1	-10.2	1.1	1.7	-11.0	-6.7	1.11
CC(=O)Nc1ccc(C2CN(C)CC2C(=O)c2ccc(Cl)cc2)cc1 (centres undefined)	-1.0	-6.1	-11.6	1.12	-2.7	-5.4	2.7	1.05
CCCCn1c(O)c(/C=C/C=Nc2ccccc2)c(=O)[nH]c1=O	-2.0	0.4	0.5	0.995	-2.5	6.8	28.2	0.932
Cc1ccc2c(c1)C1CN(C)CCC1N2C(=O)/C=C/c1ccc2c(c1)OCO2 (centres undefined)	-11.3	-13.5	8.0	0.92	-7.1	8.4	15.5	0.916
Cn1c(O)c(C(=Nc2ccc(F)cc2)c2ccccc2)c(=O)n(C)c1=O	-2.1	-4.3	-9.3	1.09	-2.7	11.7	-12.4	0.883
C=CCn1c(O)c(C(C)=Nc2ccc(C(=O)O)cc2)c(=O)[nH]c1=O	2.1	1.7	5.8	0.942	-3.3	-4.9	0.0	1.05
Cc1ccc2occ(CN3CC4CC(C3)c3cccc(=O)n3C4)c(=O)c2c1 (centres undefined)	10.6	-2.7	3.0	0.97	1.0	4.6	13.2	0.954
O=[N+]([O-])c1ccc(NCc2ccc(Cl)cc2)c2ccncc12	18.9	-5.0	13.2	0.868	2.8	21.0	24.9	0.79
CC(O)(CS(=O)(=O)c1cccc(C(F)(F)F)c1)C(=O)Nc1cccc(C(F)(F)F)c1 (centres undefined)	-7.1	-12.9	13.7	0.863	2.5	9.1	18.5	0.909
NC1=NC(c2cccnc2)n2c(nc3ccccc32)N1 (centres undefined)	-0.8	-6.8	-2.8	1.03	-1.7	19.0	7.8	0.81
COc1ccc(CNC(=O)C(NC(C)=O)C(C)C)cc1OC (centres undefined)	-7.0	-6.8	-1.7	1.02	-1.3	-6.0	8.9	1.06
Cc1ccsc1C(=O)C1CCCN(Cc2ccc(-n3cccn3)cc2)C1 (centres undefined)	4.4	12.4	0.0	1	0.8	1.4	34.8	0.986
COc1cc2c(cc1OC)[C@@H]1C(=O)c3ccc4c(c3O[C@@H]1CO2)C[C@H](C(C)C)O4	-2.7	-9.4	9.7	0.903	0.1	14.4	1.2	0.856
O=C1C2CCN(CC2)C1Cc1ccc(OCc2ccccc2)cc1 (centres undefined)	0.2	1.4	6.0	0.94	0.9	4.6	-11.9	0.954
CC(=NCc1ccco1)c1c(O)n(-c2ccccc2C)c(=O)[nH]c1=O	0.5	3.3	-9.7	1.1	-2.5	-8.3	4.1	1.08
O=C(Nc1ccc(F)cc1F)c1cccnc1Oc1cccc(C(F)(F)F)c1	0.1	-5.4	6.6	0.934	3.2	8.2	-1.6	0.918
C/C(=N\Nc1ccccc1)c1c(O)[nH]c(=O)[nH]c1=O	-7.7	2.3	-13.4	1.13	2.7	11.7	5.7	0.883
COc1ccc(N=Nc2c(O)[nH]c(=S)[nH]c2=O)cc1	-3.4	4.3	7.4	0.926	-1.9	26.6	1.7	0.734
Cc1cc(C=C2C(=O)NC(=O)NC2=O)c(C)n1-c1ccncc1	-0.3	-6.8	23.5	0.765	1.1	0.1	18.1	0.999
O=Cc1cn(Cc2ccc(F)cc2)c2ccccc12	-6.9	-10.7	-0.1	1	0.9	-1.7	8.3	1.02
CC(CN1CCOCC1)OC(=O)Cc1ccccc1 (centres undefined)	-3.8	5.0	9.6	0.904	0.4	-3.7	-1.1	1.04
Cc1c(C)c2ccc(OCC(=O)N3CCC(C(=O)O)(c4ccccc4)CC3)cc2oc1=O	-1.1	-13.7	-14.3	1.14	-3.5	3.0	2.1	0.97
N#CCCn1cc(C(=O)Nc2ccc([N+](=O)[O-])cc2)c(-c2ccccc2)n1	-2.6	-6.1	0.3	0.997	1.2	1.7	-1.6	0.983
NCCCN1CCN(c2ccccc2)CC1	-5.7	-8.6	-8.4	1.08	-4.5	1.4	-10.0	0.986
CCC(=Nc1ccccc1NC(C)=O)c1c(O)n(C)c(=O)n(C)c1=O	-10.4	-3.2	11.6	0.884	-4.8	4.9	-5.5	0.951
COc1c2c(cc3c1OCO3)CCN(C)C2	3.0	-6.1	-5.2	1.05	2.4	0.3	-9.2	0.997

Entries listed so far containing a nitro group on carbon (2):
SMILES	HKDC1 inh	ATG4B inh	mIAP inh	mIAP act	APOBEC3A inh	hIAP inh	PfG6PD inh	hIAP act
O=[N+]([O-])c1ccc(NCc2ccc(Cl)cc2)c2ccncc12	18.9	-5.0	13.2	0.868	2.8	21.0	24.9	0.79
N#CCCn1cc(C(=O)Nc2ccc([N+](=O)[O-])cc2)c(-c2ccccc2)n1	-2.6	-6.1	0.3	0.997	1.2	1.7	-1.6	0.983

Screening results deposited in PubChem BioAssay by Sanford-Burnham Center for Chemical Genomics.
